Screens (PubChem)
Giardia killer = Giardia lamblia killing; activity change, % at 7.66 µM, hits read low; Giardia lamblia trophozoite viability; actives 0.15% (n = 340,000); in the data active means activity change below about -80%; inconclusive means between about -30% and that limit;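 further: parasites exposed to compound for two days anaerobically before the ATP read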
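Media and compound were dispensed first, then trophozoites at 100 cells/well; plates sat 48 hrs at 37 deg C without oxygen before ATP luminescence reagent was added and read after 15-30 min at room temperature.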
USP2a block = USP2a (human) protease inhibition; O75604; USP2 core, Ub-CHOP2 coupled fluorogenic reporter, 485/531; Potency, µM (doses to about 38.3 µM), for the others: at the highest dose activity change, negative = inhibition, actives largely listed as inhibitors; actives 0.01% (n = 330,000); AID 463254;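 further: potency means the concentration at half of the fitted maximal effect; plate controls were DMSO wells for no effect and full inhibition by NEM control for full effect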
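Cell-free coupled assay: 10nM USP2 core preincubated 30min RT with compound in Tris-HCl pH 8.0/CaCl2/CHAPS buffer, then 25nM Ub-CHOP2 and 25nM reporter substrate; fluorescence (Ex 485/Em 531) read after 60min RT, normalized to NEM inhibition, concentration-response curves fitted.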
PKM2 activator = PKM2 (human) enzyme activation; P14618; purified PKM2, Kinase-Glo ATP luminescence, activation; response scale: 0% is enzyme alone, no compound; Potency, µM (series often up to 57.5 µM), for inactives: top-dose activation, actives largely listed as activators; actives 0.34% (n = 260,000); AID 1631; further: potency means the concentration at half of the fitted maximal effect; nearly all actives have a fitted effect of over 55% in size
Target sequence (P14618 whole entry, looked up): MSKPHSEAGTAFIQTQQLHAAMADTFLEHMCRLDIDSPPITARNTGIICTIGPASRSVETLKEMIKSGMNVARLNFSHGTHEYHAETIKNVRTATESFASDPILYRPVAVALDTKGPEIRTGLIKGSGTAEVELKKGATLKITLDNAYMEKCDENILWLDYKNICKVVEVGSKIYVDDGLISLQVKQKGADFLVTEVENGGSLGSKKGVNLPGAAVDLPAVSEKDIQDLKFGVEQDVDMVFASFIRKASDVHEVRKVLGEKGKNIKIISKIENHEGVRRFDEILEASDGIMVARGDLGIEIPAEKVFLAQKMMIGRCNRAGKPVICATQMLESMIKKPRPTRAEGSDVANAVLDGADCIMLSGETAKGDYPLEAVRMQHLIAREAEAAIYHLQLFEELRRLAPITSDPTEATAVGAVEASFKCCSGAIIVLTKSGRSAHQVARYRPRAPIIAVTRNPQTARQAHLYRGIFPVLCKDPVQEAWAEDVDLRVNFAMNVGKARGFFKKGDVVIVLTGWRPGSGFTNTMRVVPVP
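ATP formation by purified human PK-M2, quantified via coupled luciferase luminescence after 1 h at room temperature with 0.1 mM ADP and 0.5 mM PEP final.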
uPA generation = cell surface uPA generation inhibition; cell surface uPA generation assay, qHTS; Potency, µM (top dose mostly 38.3 µM), without a hit: at the top dose activity change, negative = inhibition, most hits filed as inhibitors; actives 0.31% (n = 330,000); AID 540303; active means well fitted inhibition curve with a large enough effect; inconclusive means small, poorly fitted or top-dose-only effect; inactive means no such curve, though single readings can be large or run the other way; tested in mouse RAW 264.7 cells; further: potency means the concentration at half of the fitted maximal effect; nearly all actives have a fitted effect of over 55% in size
B2AR arrestin = beta2AR (human) beta-arrestin recruitment activity; beta-arrestin recruitment to beta2AR, cell-based reporter; Potency, µM (titrated, usually from 46.1 µM), for inactives: at the highest dose activation, actives largely listed as activators; P07550; actives 0.02% (n = 330,000);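 further: potency means the concentration at half of the fitted maximal effect; 0% = DMSO controls and full agonism = EC100 isoproterenol or metaproterenol; nearly all actives have a fitted effect of over 65% in size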
KCNH2 3.1 block = KCNH2 3.1 (human) potassium channel inhibition. actives 0.95% (n = 340,000). U2OS KCNH2 3.1, thallium flux FluxOr; stronger effect = lower value. AID 720553. activity change, % (tested at about 1.8 µM);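 active means maximum activity change below -70%; inconclusive means maximum activity change from -70% to -50%; inactive means maximum activity change above -50%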;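 further: thallium influx rate constant from kinetic fluorescence after stimulation buffer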
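Thallium flux via FluxOr fluorescence (Red40 quencher, 45 min loading) in U2OS cells virally expressing the KCNH2 3.1 isoform (1.77 x 10^8 /mL virus, overnight at 37 C). Rate constants from 2-min kinetic reads post-stimulation, normalised to positive and negative controls.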
GALK inh = galactokinase (human) inhibition. actives 0.007% (n = 270,000). Potency, µM (doses to about 57.5 µM), for inactives: at the top dose activity change, negative = inhibition, usual class: inhibitors. Purified GALK, Kinase-Glo residual ATP luminescence; further: potency means the concentration at half of the fitted maximal effect
Target sequence (P51570 whole entry, looked up): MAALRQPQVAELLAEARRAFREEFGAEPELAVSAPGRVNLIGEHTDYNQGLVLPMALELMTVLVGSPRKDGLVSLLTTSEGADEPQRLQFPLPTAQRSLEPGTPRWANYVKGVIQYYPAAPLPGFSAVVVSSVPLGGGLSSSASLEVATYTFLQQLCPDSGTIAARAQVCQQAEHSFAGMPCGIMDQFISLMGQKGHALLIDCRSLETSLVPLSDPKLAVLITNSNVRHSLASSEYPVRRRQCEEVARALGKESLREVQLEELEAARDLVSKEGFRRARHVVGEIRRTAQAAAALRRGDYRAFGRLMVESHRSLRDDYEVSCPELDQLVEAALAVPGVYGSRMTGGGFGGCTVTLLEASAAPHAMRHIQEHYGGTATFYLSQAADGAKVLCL
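Kinase-Glo Plus luminescence measured ATP left after a 1 h room-temperature reaction. The reaction used 5 nM GALK, 100 uM galactose and 35 uM ATP at pH 8.0 (20 mM HEPES, 5 mM MgCl2, 60 mM NaCl, 1 mM DTT, 0.01% BSA).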
BCR signal inh = chronic active BCR signaling inhibition | ABC-DLBCL IkBa-CBG/CBR reporter, luminescence ratio, 4 h | Potency, µM (doses to about 46.1 µM), for inactives: top-dose ratio change, negative = lower green/red ratio, usual class: inhibitors | actives 0.05% (n = 340,000); active means well fitted inhibition curve with a large enough effect in the signal ratio, with a control signal flat, not every such curve was filed as active; inconclusive means small, poorly fitted or top-dose-only effect, or effect the other way, or a change in a side signal; the % refers to the signal ratio;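 further: potency means the concentration at half of the fitted maximal effect; plate controls were basal doxycycline-induced cells for no effect and cells given 10 µM MG132 for full effect; MG132 reads +100%, hits lower the ratio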
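TMD8 ABC-DLBCL cells carrying doxycycline-inducible green luciferase fused to IkappaBalpha plus unfused red luciferase were exposed to compounds (up to 46 uM) for 4 hrs at 37C. Activity came from the overlap-corrected green/red luminescence ratio.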
KCNH2 WT inh = inhibitors of human wildtype KCNH2 potassium channel; activity change, % at 1.84 µM; U2OS, BacMam KCNH2, thallium flux FluxOr; stronger effect = lower value; AID 720551; actives 0.37% (n = 340,000);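 active means maximum activity change below -70%; inconclusive means maximum activity change between -70% and -50%; inactive means maximum activity change above -50%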
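U2OS cells transduced with wild-type KCNH2 virus are loaded with FluxOr dye for 45 min, and thallium flux is measured in kinetic reads before and after stimulation buffer. Rate constants are normalized to DMSO controls.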
Coupling enz = counter-screen for Giardia aldolase inhibitors: coupling enzyme system; AID 2472; activity change, negative = inhibition, % at 58.2 µM, hits read low; actives 0.67% (n = 290,000); coupling enzyme system counterscreen, AmpLite Red fluorescence; in the data active means activity change below about -30%
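First, compound is pin-transferred into glyceraldehyde-3-phosphate coupling-enzyme reagent at 57.5 uM final and held 10 min at RT. Next, substrate, coupling system and AmpLite Red are added. After 20 min RT, fluorescence (525/598 nm) is read.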
Eya2 inh = Eya2 (human) phosphatase inhibition; O00167; recombinant Eya2, OMFP fluorescence dephosphorylation (OMFP is methylfluorescein phosphate); Potency, µM (highest dose often 76.9 µM), for inactives: top-dose activity, negative = inhibition, hits mostly inhibitors; actives 0.006% (n = 330,000); further: potency means the concentration at half of the fitted maximal effect
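Eya2 (0.2 uM) preincubated 10 min at ambient with compound, then OMFP substrate added at 50 uM; 10 min reaction in 50 mM HEPES pH 7.5, 50 mM NaCl, 5 uM MgCl2, 0.05% BSA, 1 mM DTT. Fluorescence read at Ex 485/Em 525 nm.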
An asterisk follows results filed as active; ? = inconclusive; · = not tested or not shown; [ ] = remark or other dose. Unless noted, the call rests on the fitted dose curve; in most records, active means well fitted curve in the direction sought with a large enough effect; inconclusive means small, poorly fitted or top-dose-only effect, or another doubt; inactive means no such curve, though single readings can be large; an effect the other way counts as inactive or inconclusive. Unless noted, on the % scale 0 is the no-effect control and ±100 the full control effect. An unsorted share of the library; any-hit rate near 2.4%.

SMILES | Giardia killer | USP2a block | PKM2 activator | uPA generation | B2AR arrestin | KCNH2 3.1 block | GALK inh | BCR signal inh | KCNH2 WT inh | Coupling enz | Eya2 inh
CCCCCN(C(=O)COC(=O)c1ccc(Br)o1)c1c(N)n(CCCC)c(=O)[nH]c1=O | 4 | 0% | -2% | -1% | 0.1% | -8 | 1% | -9% | -3 | 2 | -14%
CC1(c2ccc3c(c2)OCO3)NC(=O)N(CC(=O)Nc2ccccc2[N+](=O)[O-])C1=O (stereo unspecified) | 7 | 1% | · | 10% | 1.2% | 0 | · | -7% | -4 | · | 18%
COC(=O)CSc1nc(-c2ccccc2)c2c(c1C#N)CCCC2 | 16 | -2% | -2% | -3% | 0.4% | -4 | -3% | ? | -4 | 10 | -3%
COc1ccc(N/C(C)=C/C(=S)Nc2ccccc2)cc1 | -10 | 3% | 0% | -2% | -0.6% | 8 | -2% | -18% | -4 | -11 | 3%
Cc1ccc(/C=C/C(=O)NCc2ccc(S(N)(=O)=O)cc2)o1 | -21 | 7% | 26% | 2% | 0.2% | 0 | 0% | 2% | 3 | -6 | 0%
Cc1csc(SCC(=O)Nc2cc(C(N)=O)cc(C(N)=O)c2)n1 | 1 | -1% | · | 8% | -0.2% | 11 | · | 1% | -1 | · | -18%
O=C(N[C@@H](Cc1ccccc1)C(=O)N1CCN(S(=O)(=O)c2ccccc2F)CC1)c1ccco1 | ? | 0% | · | 1% | 0.1% | 6 | · | ? | -9 | · | -20%
CC(C)c1ccc(NC(=O)Cn2cccc2C2=NC(c3ccccc3)CO2)cc1 (stereo unspecified) | 6 | -1% | -1% | 6% | -1.6% | -29 | 2% | -9% | 3 | 2 | 2%
CC1=C(C(=O)Nc2ccccc2)C(c2ccco2)n2ncnc2N1 (stereo unspecified) | 2 | 3% | -18% | 1% | -0.1% | -1 | -3% | -1% | -21 | 4 | 5%
Cc1ccc(-n2nnnc2-c2cnc3ccc(Cl)cc3c2-c2ccccc2)cc1 | -6 | 3% | -1% | -3% | -0.5% | -6 | -1% | -11% | 1 | -1 | -2%
O=C(c1ccco1)N1CCN(Cc2cc(=O)c(OCc3ccc(F)cc3)co2)CC1 | 54[activator] | -1% | · | -2% | -3.4% | -11 | · | 1% | 0 | · | 4%
CNC(=O)c1ccccc1NC(=O)C1CC(=O)N(c2ccc(OC)cc2)C1 (stereo unspecified) | -6 | 1% | -18% | 3% | -1.1% | -26 | 6% | -13% | 0 | -1 | 0%
Cc1ccccc1-n1nc2c(c1NC(=O)c1ccc3c(c1)OCO3)CS(=O)(=O)C2 | -8 | 1% | 8% | 3% | -0.1% | -5 | -2% | -6% | 7 | 3 | -8%
COc1cc(/C=N/NC(=O)CC2(C)OCCO2)cc(Br)c1O | -6 | 0% | -17% | 13% | 0.1% | -4 | 2% | -11% | -1 | 0 | -5%
CCOc1ccc(NC(=O)c2ccc3c(=O)n4c(nc3c2)CCCCC4)cc1 | 10 | 3% | · | -1% | 0.3% | 17 | -5% | 3% | 3 | · | 3%
CC(C)CCOP(=O)(c1ccc(N(C)C)cc1)C(O)c1ccccc1F (stereo unspecified) | 12 | 3% | ? | · | -1.2% | 3 | 0% | -6% | 10 | 4 | -16%
CCOP(=O)(OCC)C(NC(=O)Nc1ccc(Cl)c(Cl)c1)c1ccccc1 (stereo unspecified) | -19 | -1% | 1% | 2% | -1.4% | -24 | -3% | ? | -11 | -3 | -9%
CNS(=O)(=O)c1cccc(C(=O)NCC(c2ccco2)N(C)C)c1 (stereo unspecified) | 8 | 1% | -6% | 6% | 0.0% | -21 | 1% | 0% | 1 | 0 | -18%
COc1ccccc1N(C)S(=O)(=O)c1ccc(C)c(C(=O)NC(C)c2ccccn2)c1 (stereo unspecified) | 7 | 0% | · | 1% | -0.2% | 10 | · | 3% | 1 | · | 12%
c1coc(-c2nnc3sc(Cc4cccs4)nn23)c1 | -4 | -1% | 14% | · | 0.2% | -7 | 3% | 6% | 4 | 2 | 7%
CC(C)n1nnnc1SCC(=O)N1N=C(c2cccs2)CC1c1cccs1 (stereo unspecified) | -24 | 3% | · | -6% | 0.2% | -11 | · | ? | 2 | · | 4%
CC(C)[C@H](NC(=O)N1CCn2c1nc1ccccc12)C(=O)N1CCCCC1 | 13 | 3% | · | 6% | 0.0% | 1 | 4% | 5% | -34 | · | 2%
C=C(C)C1Cc2c(C)nn(-c3cccc4cccnc34)c2C1 (stereo unspecified) | 5 | 1% | -9% | 6% | 2.5% | -23 | -1% | ? | -13 | -6 | 5%
O=S1(=O)Cc2cc3ccccc3cc2C1 | -1 | -1% | 0% | 0% | -1.2% | 0 | 9% | 4% | -3 | 0 | -4%
Cc1cc(C)[n+](-c2ccc(F)cc2)c2[nH]c(=O)[nH]c(=O)c12 | -2 | 6% | -5% | 4% | -0.4% | 8 | 1% | 7% | 2 | 4 | 0%
CC(C)Cc1cc(C(=O)N2N=C(C(F)F)CC2(O)C(F)F)c2ccccc2n1 (stereo unspecified) | 6 | -1% | -1% | 4% | 0.4% | -8 | 1% | 14% | -13 | 4 | -5%
O=C(C1CCCO1)N1CCN(S(=O)(=O)c2cc(F)ccc2F)CC1 (stereo unspecified) | -6 | 1% | 5% | -1% | 0.3% | -7 | 4% | 1% | 8 | · | 3%
COc1ccc(NC(C)=O)cc1NC(=O)CSc1nnc(-c2ccccc2)n1N | -8 | · | 2% | 9% | · | 6 | 1% | · | -7 | 2 | ·
NC(=O)[C@@H]1CCCNc2c(I)cc([N+](=O)[O-])cc2C(=O)N[C@@H](Cc2ccccc2)C(=O)N[C@@H](Cc2cnc[nH]2)C(=O)N1 | 6 | 10% | -2% | 16% | -0.7% | 1 | · | 2% | 4 | 1 | -7%
COCc1cc(C)nc2sc(C(=O)Nc3ccccc3Br)c(N)c12 | -24 | 3% | -3% | -4% | -0.7% | 11 | 1% | 0% | 13 | -2 | 8%
O=C(O)c1c(-c2ccccc2)nnc2ccccc12 | 22 | 0% | · | 9% | -0.5% | 7 | -1% | 0% | -15 | 3 | 0%
COc1ccc(NC(=O)C2CC(c3ccccc3Cl)=NO2)cc1 (stereo unspecified) | -10 | 0% | 2% | 4% | 3.3% | 16 | -2% | 5% | -4 | 2 | -2%
CCCc1cc(=O)n2[nH]c(NCc3ccccc3Cl)nc2n1 | 7 | 2% | -1% | 0% | -0.5% | -11 | -5% | ? | 2 | 2 | 20%
CCCCC(=O)OCC(=O)Nc1ccc(SC(F)F)cc1 | 11 | -3% | ? | -6% | 0.0% | 15 | 4% | 0% | 3 | -6 | 4%
COC(=O)c1ccc(NC(=S)N2CCN(Cc3ccccc3OC)CC2)cc1 | 10 | -2% | 1% | 3% | 0.0% | -5 | 7% | 0% | 2 | 5 | 0%
O=C(CSc1nc2nn(-c3ccccc3)c(=O)c-2c2n1CCCCC2)c1ccc(OC(F)F)cc1 | 5 | 3% | · | 7% | -0.1% | -30 | · | 6% | 14 | · | -19%
OC(COCc1cccs1)CN1CCN(c2ccccn2)CC1 (stereo unspecified) | -4 | -1% | -3% | 9% | -0.2% | 3 | 1% | 1% | 8 | 2 | -18%
Cc1cc(C)cc(NC(=O)CSc2nnc(C3CC3)n2CC2CCCO2)c1 (stereo unspecified) | -6 | 1% | -10% | 6% | 0.0% | -1 | 1% | 8% | 2 | 1 | 10%
O=C(Nc1ccccn1)c1sc2cc([N+](=O)[O-])ccc2c1Cl | ? | 0% | -20%[11.5 µM] | 9% | -0.4% | 8 | 7% | ? | -8 | 3 | 24%
O=C(CCS(=O)(=O)c1ccc(F)cc1)N1CCOCC1 | -12 | 0% | · | 4% | 0.0% | -13 | 1% | 2% | 9 | -1 | 2%
Cc1ccccc1OCC(=O)Nc1ccc2c(c1)n(C)c(=O)n2C | 6 | 0% | ? | -6% | -0.1% | 4 | 8% | ? | 16 | 1 | 1%
CC(C)Oc1ccc(C(=O)NC2(C(F)(F)F)N=C3SCCN3C2=O)cc1 (stereo unspecified) | 1 | 2% | -1% | 2% | 0.0% | 15 | 0% | ? | 8 | 8 | 5%
O=C(/C=C/c1cccc([N+](=O)[O-])c1)Nc1ccccc1N1CCOCC1 | 10 | 0% | 4% | 7% | -0.2% | 3 | 0% | -1% | 2 | -1 | 7%

Random excerpt: 2 entries already listed.
SMILES | Giardia killer | USP2a block | PKM2 activator | uPA generation | B2AR arrestin | KCNH2 3.1 block | GALK inh | BCR signal inh | KCNH2 WT inh | Coupling enz | Eya2 inh
C=C(C)C1Cc2c(C)nn(-c3cccc4cccnc34)c2C1 (stereo unspecified) | 5 | 1% | -9% | 6% | 2.5% | -23 | -1% | ? | -13 | -6 | 5%
CC(C)[C@H](NC(=O)N1CCn2c1nc1ccccc12)C(=O)N1CCCCC1 | 13 | 3% | · | 6% | 0.0% | 1 | 4% | 5% | -34 | · | 2%
